# Nrf2 ARE act = qHTS of Nrf2 Activators. Potency, µM (top dose mostly 46.1 µM), for inactives: top-dose activation, hits mostly activators. AREc32 ARE-luciferase reporter (MCF7-derived line), luminescence, 24 h. hit rate 0.31% among 410,000; further: potency means the concentration at half of the fitted maximal effect; % of control where 0% means no effect; nearly all actives have a fitted effect of over 65% in size
#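 Cells of the AREc32 ARE-luciferase line are plated in OPTI-MEM containing 5% FBS and left overnight at 37 deg C. Compounds are pinned in, incubation continues 24 hr, and firefly luciferase signal is then measured.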
# A549 viability = Nrf2 qHTS screen for inhibitors: counterscreen for cytotoxicity; A549 ARE-Fluc cells, CellTiter-Fluor viability, 18-24 h; Potency, µM (series often up to 46 µM), without a hit: at the highest dose activity change, negative = cytotoxicity, hits mostly inhibitors; hit rate 0.16% among 390,000; AID 504648, 2011; further: potency means the concentration at half of the fitted maximal effect; on the % scale 0 is the no-effect control and ±100 the full control effect
#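 Cytotoxicity counterscreen: CellTiter-Fluor fluorescence was measured in A549 ARE_Fluc cells after 18-24 h of compound exposure in a concentration series. The subsequent BugLite luminescent read reports ARE-luciferase activity.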
# IL-2 act = qHTS of IL-2 Activators. IL-2 activation reporter assay, cell-based qHTS; stimulated with anti-CD3/CD4/CD28 beads; in transgenic mouse T cells. activation, % (series mostly up to about 46 µM). hit rate 0.065% among 360,000. AID 652025, 2013; in the data active means activation above about 50%; inconclusive means mostly about 30% to 49%; further: 0% is about no effect
#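 First, unstimulated transgenic mouse T cells were exposed to compound for 60 min. Next, anti-CD3/anti-CD4-coated beads with anti-CD28 were added. Finally, after 18 h at 37 degrees C, EGFP and DsRed were imaged.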
# S2 tox = Viability Counterscreen for Primary qHTS for Inhibitors of ATXN expression | S2 cells (HEK-293 line with an ATXN2-luciferase reporter) viability, CellTiter-Fluor protease fluorescence, 24 h | Potency, µM (top dose mostly 56.7 µM), most hits filed as cytotoxic | hit rate 0.49% among 400,000; further: potency means the concentration at half of the fitted maximal effect; nearly all actives have a fitted effect of over 40% in size
# TGFb inhibitor = qHTS for Inhibitors of TGF-b; HepG2 CAGA-GFP TGF-b/SMAD3 reporter, GFP fluorescence, 18 h; TGF-beta stimulated, 500 pg/mL final; Potency, µM (top dose mostly 46.1 µM), for the others: top-dose activity, negative = inhibition, most hits filed as inhibitors; hit rate 1.2% among 410,000; further: potency means the concentration at half of the fitted maximal effect; on the % scale 0 is the no-effect control and ±100 the full control effect; nearly all actives have a fitted effect of over 65% in size
#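 HEPG2 CAGA-GFP reporter cells (1000/well, DMEM with 1% FBS) received compounds, then recombinant TGF-beta at 500 pg/mL final for 18 hours at 37 degrees C. Per-cell GFP summed per well was normalised to unstimulated and stimulated DMSO controls before curve fitting.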
# EPAC2 agonist = qHTS for Agonist of cAMP-regulated guanine nucleotide exchange factor 4 (EPAC2): primary screen; Rap guanine nucleotide exchange factor 4 (Homo sapiens), Q8WZA2; EPAC2 activation, biochemical qHTS; response scale: 100% = 6.5 mM cAMP response; Potency, µM (highest dose often 154 µM), for inactives: top-dose activation, hits mostly activators; hit rate 0.079% among 360,000; further: potency means the concentration at half of the fitted maximal effect; nearly all actives have a fitted effect of over 50% in size
# Target sequence (Q8WZA2 whole entry, looked up): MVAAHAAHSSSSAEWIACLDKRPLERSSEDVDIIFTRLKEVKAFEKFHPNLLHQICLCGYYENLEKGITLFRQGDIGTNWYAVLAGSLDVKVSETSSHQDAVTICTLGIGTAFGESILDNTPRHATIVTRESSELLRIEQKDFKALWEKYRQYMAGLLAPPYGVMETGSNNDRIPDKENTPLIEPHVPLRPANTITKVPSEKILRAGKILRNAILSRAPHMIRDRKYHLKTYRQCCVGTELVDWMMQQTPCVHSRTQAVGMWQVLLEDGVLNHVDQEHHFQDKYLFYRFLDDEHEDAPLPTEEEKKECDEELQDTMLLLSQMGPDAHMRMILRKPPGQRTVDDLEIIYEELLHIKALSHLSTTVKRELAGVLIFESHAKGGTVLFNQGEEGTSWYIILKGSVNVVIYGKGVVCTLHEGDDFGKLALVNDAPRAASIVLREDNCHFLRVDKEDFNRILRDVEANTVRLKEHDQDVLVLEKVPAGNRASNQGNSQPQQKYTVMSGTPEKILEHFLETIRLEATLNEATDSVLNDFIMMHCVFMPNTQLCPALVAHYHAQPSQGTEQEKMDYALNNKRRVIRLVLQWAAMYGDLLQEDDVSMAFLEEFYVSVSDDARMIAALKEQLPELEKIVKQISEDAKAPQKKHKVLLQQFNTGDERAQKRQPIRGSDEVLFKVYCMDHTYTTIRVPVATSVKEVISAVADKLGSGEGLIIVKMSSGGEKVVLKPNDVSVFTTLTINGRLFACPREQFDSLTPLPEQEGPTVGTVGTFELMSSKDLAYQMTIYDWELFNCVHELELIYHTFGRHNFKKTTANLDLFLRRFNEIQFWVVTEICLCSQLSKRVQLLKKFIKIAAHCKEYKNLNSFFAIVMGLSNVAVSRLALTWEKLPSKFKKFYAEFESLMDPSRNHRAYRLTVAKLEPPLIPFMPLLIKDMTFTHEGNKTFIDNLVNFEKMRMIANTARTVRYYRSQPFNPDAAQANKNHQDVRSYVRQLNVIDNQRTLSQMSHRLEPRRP
#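 EPAC2 (100 nM) mixed with Rap1B loaded with BODIPY-GDP (250 nM) plus 50 uM unlabeled GDP; compounds pinned in, 5 min RT, then read every 5 min for 30 min (ex 480, em 540 nm). Normalized to cAMP control.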
# Nrf2 inh = Nrf2 qHTS screen for inhibitors; hit rate 2.1% among 360,000; Potency, µM (titrated, usually from 46 µM), without a hit: top-dose activity change, negative = inhibition, actives largely listed as inhibitors; A549 ARE-Fluc reporter, luciferase luminescence, 18-24 h; further: potency means the concentration at half of the fitted maximal effect; on the % scale 0 is the no-effect control and ±100 the full control effect; nearly all actives have a fitted effect of over 60% in size
#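 Concentration-response testing used A549 ARE_Fluc cells at 5000 cells/well. Following an 18-24 h compound incubation, viability was read by fluorescence (Ex 405/Em 525) and luciferase output by luminescence.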
# ATXN2 expr inh = Primary qHTS for Inhibitors of ATXN expression; HEK-293 ATXN2-luciferase reporter, luminescence, 24 h; hit rate 0.72% among 360,000; Potency, µM (series often up to 57 µM), inactives show at the top dose activity change, negative = inhibition, hits mostly inhibitors; AID 1745845, 2022; further: potency means the concentration at half of the fitted maximal effect; on the % scale 0 is the no-effect control and ±100 the full control effect; nearly all actives have a fitted effect of over 55% in size
#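 ATXN2-luciferase reporter cells (luciferase flanked by upstream and downstream ATXN2 gene portions) were treated 24 h at 37 °C with compounds at up to 57 uM. SteadyGlo luminescence gave expression; GF-AFC fluorescence gave viability.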
# HepG2 viability = qHTS for Inhibitors of TGF-b: Cytotox Counterscreen | HepG2 CAGA-GFP viability, ATP luminescence, 18 h | hit rate 0.76% among 410,000 | Potency, µM (doses to about 46.1 µM), for inactives: at the top dose activity change, negative = cytotoxicity, hits mostly cytotoxic; further: potency means the concentration at half of the fitted maximal effect; some results filed as inactive show a strong effect at the top dose
#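 HepG2 CAGA-GFP cells (1000/well, DMEM with 1% FBS) received compound, then TGF-beta at 500 pg/mL final, and were incubated 18 hours at 37 degrees C. Viability was read by CellTiter-Glo luminescence. Media-only wells were set as complete cell-killing and DMSO as no toxicity.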
# * marks the source's active call; other numbers are inactive results; i = inactive; u = inconclusive; x = not tested or not shown; & = joins results of further samples; [ ] = another dose, or the depositor's remark. Unless noted, the call rests on the fitted dose curve; in most records, active means well fitted curve in the direction sought with a large enough effect; inconclusive means small, poorly fitted or top-dose-only effect, or another doubt; inactive means no such curve, though single readings can be large; an effect the other way counts as inactive or inconclusive.
SMILES,Nrf2 ARE act,A549 viability,IL-2 act,S2 tox,TGFb inhibitor,EPAC2 agonist,Nrf2 inh,ATXN2 expr inh,HepG2 viability
COCCn1nnnc1C(c1cccs1)N1CCN2CCCC2C1 (centres undefined),-0.5%,-2.7%,-1.5,i,-17.9%,6.1%,0.1%,-2.0%,-8.5%
Cc1[nH]c(=O)[nH]c(=O)c1NS(=O)(=O)c1ccc2c(c1)CCCC2,-0.4%,0.9%,-2.2,i,1.0%,7.0%,-23.6%,0.8%,-12.9%
CCC1(c2ccc(F)cc2)NC(=O)NC1=O (centres undefined),-0.3%,0.8%,-1.2,i,-17.6%,1.2%,-2.2%,-2.5%,-22.6%
COCCN1CC(O)=C(c2nc3ccccc3c(=O)[nH]2)C1=N,0.2%,12.8%,-0.2,u,-19.2%,9.2%,x,-5.8%,0.5%
COc1cc(-c2noc(C)c2C#CC2(O)CCCCC2)cc(OC)c1OC,6.7%,10.2%,-1.3,i,6.9%&28.7%,6.3%,10.8%,-2.7%,-5.9%&-9.7%
CC(=O)c1ccc(OCCn2cnc3ccccc32)cc1,2.9%,2.9%,1.0,i,-6.1%,10.3%,6.6%,20.1%,4.1%
CCn1nc(C(=O)Nc2nc3ccc(C)cc3s2)c2ccccc2c1=O,0.5%,-0.9%,-1.1,i,17.6%,2.1%,u,-21.9%,-0.5%
COc1ccccc1NC(=S)NC(=O)c1ccc(Cn2cc(Br)cn2)cc1,1.7%,-0.6%,-2.8,i,-9.7%,17.7%,u,u,-18.0%
CN(CCO)c1nc(N)c2c(N)nc3c(c2c1C#N)CC(=O)N3Cc1cccs1,-0.9%,-1.5%,2.9,i,-22.5%,3.7%,u,x,-15.1%
COc1cc(CNCCNCC(C)O)ccc1OCc1ccc(Cl)nc1 (centres undefined),0.8%,-2.0%,0.5,i,-3.7%,7.2%,8.6%,9.6%,-31.4%
c1ccc(Cc2c(-c3ccco3)nc3c4ccccc4ccn23)cc1,6.31µM*,x,0.5,u,u,13.5%,x,130.5%[activator],-43.9%
CC1CCN(S(=O)(=O)c2cn(CC(=O)N3CCN(c4cccc(C(F)(F)F)c4)CC3)cn2)CC1,0.0%,-20.1%,-0.5,i,u,-14.7%,u,-20.2%,-0.1%
CN(C)CCNc1ncnc2c1ncn2[C@H]1CN(Cc2cccs2)C[C@@H](CO)O1,0.0%,x,0.5,i,3.3%,1.4%,x,-2.9%,-5.8%
CCN(CC)C(=O)C1CCCN(C/C=C/c2ccccc2)C1 (centres undefined),-0.7%,2.5%,-2.8,i,28.5%,3.8%,x,-12.9%,0.1%
COc1ccc(C(=O)NC2CC2)cc1OC1CCN(Cc2cc(C)cc(C)c2)CC1,0.6%,-3.9%,-0.4,i,8.7%,-9.9%,-3.6%,-3.6%,-13.0%
COc1ccc(NC(=O)CCNS(=O)(=O)c2cccc(C(C)=O)c2)cc1S(N)(=O)=O,0.1%,3.1%,2.6,i,13.1%,12.6%,2.5%,-13.6%,22.6%
Fc1cccc(Oc2nc3ccccc3n3cccc23)c1,15.7%,20.3%,-2.8,i,3.8%,6.2%,x,-3.6%,1.0%
Cc1c(Cl)cccc1NC(=S)N1CCN(c2ncccn2)CC1,0.0%,14.0%,0.8,i,-1.0%,3.9%,-9.6%,x,4.9%
Clc1ccc(N2CCCCCC2)nn1,0.4%,-2.3%,-0.2,i,-7.3%,5.8%,7.6%,16.6%,7.8%
O=C(CCc1ccccc1)Nc1ncc2c(n1)CCCC2=O,0.2%,0.4%,1.3,i,0.7%,-3.9%,16.9%,-14.0%,18.3%
CCO/C=C1\C(=O)N(c2ccc(OCC)cc2)C(=O)c2ccccc21,-0.7%,1.8%,1.9,i,9.5%,4.1%,3.2%,-7.5%[11.3 µM],12.0%
O=C(Nc1ccc(N2CCN(C(=O)c3cccs3)CC2)cc1)c1ccccc1F,-0.2%,0.3%,-0.3,i,-14.1%,3.4%,-1.8%,-24.0%,6.3%
Cc1cc(C)cc(NC(=O)c2ccc(S(=O)(=O)N(C)CC3CCCO3)cc2)c1 (centres undefined),3.8%,-2.1%,-0.6,u,3.0%,1.5%,-18.9%,2.9%,0.0%
CC(C)CNC(=O)c1c2c(nc3ccccc13)-c1ccccc1CC2,-0.7%,-0.9%,1.6,i,-11.7%,-7.6%,-10.1%,u,-5.4%
CCCC(=O)Nc1nnc(-c2cccc(OCC)c2)s1,0.0%,-4.8%,-3.1,i,12.6%,-2.2%,x,9.8%,-10.7%
O=C(Nc1ccc(N2CCOCC2)cc1)c1ccc([N+](=O)[O-])o1,u,-8.6%,-0.6,u,5.62µM*,1.5%,u,-6.1%,-61.1%
CCOC(=O)[C@]12CCC=C1N(Cc1ccco1)C(=O)[C@H](CC(=O)NCC13CC4CC(CC(C4)C1)C3)C2,2.8%,x,-0.7,u,x,-13.5%,x,-9.2%,x
O=C(Nc1cc(C(F)(F)F)ccc1Cl)c1cc(C2CC2)on1,3.8%,9.2%,-3.5,i,7.3%,1.8%,7.2%,-1.7%,12.5%
COC(=O)c1ccccc1C(=O)N1CCCC(C(=O)c2cc(F)ccc2F)C1 (centres undefined),2.8%,-8.6%,0.1,i,27.6%,0.8%,5.0%,3.7%,-2.1%
COc1ccc(C(=O)COC(=O)c2sc(C)nc2C)cc1Cl,3.8%,-0.4%,-0.5,i,-14.9%,5.7%,u,x,-11.5%
Cc1ccc(C(=O)N2CCN(c3cccc(C)c3C)CC2)o1,-0.3%,-3.7%,-1.0,i,-19.3%,-3.7%,u,-21.8%,-30.6%
O=C(NCc1ccccc1F)c1cc(=O)[nH]c2ccccc12,-0.5%,-1.1%,1.6,i,-1.5%,9.7%,-4.5%,-11.7%,-9.5%
O=C(CSc1c2c(nc3cc(Cl)ccc13)CCCC2)NCc1ccccc1Cl,7.8%,u,x,x,u,x,u,x,-28.3%
Cn1c(N)c(C(=O)COC(=O)COc2cc(Cl)c(Cl)cc2Cl)c(=O)n(C)c1=O,0.4%,-7.4%,0.1,i,-0.8%,12.7%,-0.2%,-9.9%,-1.8%
CN(C(=O)c1cccn(Cc2ccccc2)c1=O)c1ccccc1,-0.7%,-4.5%,-2.3,i,u,0.5%,-6.4%,0.9%,6.7%
O=C(CSC1=NNC(c2ccccn2)S1)Nc1cccc(Cl)c1 (centres undefined),12.2%,-2.9%,-0.5,i,-24.1%,8.7%,-22.8%,u,-4.8%
c1ccc(C2=Nc3c(ccc4ccccc34)C(c3ccncc3)=NN2)cc1,0.7%,-16.9%,2.2,x,u,4.7%,5.7%,u,32.6%
Cc1[nH]n(-c2ccccc2)c(=O)c1C=Nc1ccc(S(=O)(=O)N(C)C)cc1,-0.4%,-2.3%,0.0,i,11.0%,-6.8%,5.4%,1.2%,-28.4%
CN(C)S(=O)(=O)c1ccccc1C#N,0.2%,-4.4%,2.5,i,-7.3%,12.3%,10.3%,2.3%,-3.0%
CN(Cc1ccccc1)C(=O)CSc1nc2ccccc2n1Cc1ccccc1F,0.3%,0.2%,x,i,-20.7%,x,x,8.0%,-26.5%
CCCn1c(NCc2ccccc2F)nc2ccccc21,4.7%,5.0%,x,i,-1.3%,x,u,19.0%,-15.9%
O=C(NCC1CCCO1)c1cccc(S(=O)(=O)NCc2ccccc2)c1 (centres undefined),-1.1%,0.0%,2.5,i,-20.7%,5.7%,-1.9%,x,-15.1%
COc1ccc(CNC(=O)CCn2c(=O)c3cccn3c3ccc(F)cc32)cc1OC,2.1%,6.3%,x,x,5.6%,x,u,x,26.2%
COc1ccc(-c2cc(C3CCN(CC(O)C(F)(F)F)CC3)[nH]n2)cc1 (centres undefined),2.6%,-6.2%,0.7,i,-19.2%,-6.2%,2.8%,x,-34.0%

# In a second layout: results already given
mol | Nrf2 ARE act | A549 viability | IL-2 act | S2 tox | TGFb inhibitor | EPAC2 agonist | Nrf2 inh | ATXN2 expr inh | HepG2 viability
c1ccc(Cc2c(-c3ccco3)nc3c4ccccc4ccn23)cc1 | 6.31µM* | x | 0.5 | u | u | 13.5% | x | 130.5%[activator] | -43.9%
CC1CCN(S(=O)(=O)c2cn(CC(=O)N3CCN(c4cccc(C(F)(F)F)c4)CC3)cn2)CC1 | 0.0% | -20.1% | -0.5 | i | u | -14.7% | u | -20.2% | -0.1%
CN(C)CCNc1ncnc2c1ncn2[C@H]1CN(Cc2cccs2)C[C@@H](CO)O1 | 0.0% | x | 0.5 | i | 3.3% | 1.4% | x | -2.9% | -5.8%
CCN(CC)C(=O)C1CCCN(C/C=C/c2ccccc2)C1 (centres undefined) | -0.7% | 2.5% | -2.8 | i | 28.5% | 3.8% | x | -12.9% | 0.1%
COc1ccc(C(=O)NC2CC2)cc1OC1CCN(Cc2cc(C)cc(C)c2)CC1 | 0.6% | -3.9% | -0.4 | i | 8.7% | -9.9% | -3.6% | -3.6% | -13.0%
